Screens (PubChem BioAssay)
Shiga inhibitor = blocks Shiga toxin action in Vero cells. 290,000 compounds, 9.2% hits. inhibition, % at 38.7 µM. Vero cells, Shiga toxin protein synthesis inhibition reporter; in the data active = inhibition mostly above about 28%, no sharp cut-off; inactive = mostly below about 43%; also: 0% is about no effect
Sm TGR block = inhibitors of Schistosoma mansoni thioredoxin glutathione reductase. Q962Y6. purified TGR, DTNB reduction, TNB absorbance 405 nm. Potency, µM (series often up to 114 µM), inactives show top-dose activity change, negative = inhibition, usual class: inhibitors. 360,000 compounds, 3% hits. AID 485364; also: potency is read from the fitted curve at half-maximal effect; % is scaled to controls: 0 for no effect and ±100 for the full control effect; nearly all actives have a fitted effect of over 60% in size
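First, TGR (20 nM dispensed) and NADPH were mixed with compound. Second, a 15 min room-temperature incubation followed. Third, further NADPH and then DTNB were added to start the reaction. Finally, TNB absorbance was monitored kinetically.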
CHX counter = affects cycloheximide protein synthesis inhibition readout, counter-screen; 300,000 compounds, 12% hits; cell reporter, cycloheximide protein synthesis inhibition counterscreen; max response, %; in the data active = max response mostly above about 13%, no sharp cut-off; inactive = mostly below about 14%; also: read at 38.3 µM for the half of the compounds with a filed dose; 0% is about no effect
Giardia FBPA inh = inhibitors of Giardia lamblia fructose-1,6-bisphosphate aldolase; purified Giardia FBPA; Potency, µM (titrated, usually from 59.6 µM), for the others: top-dose activity, negative = inhibition, most hits filed as inhibitors; 290,000 compounds, 0.71% hits; also: potency is read from the fitted curve at half-maximal effect; % is scaled to controls: 0 for no effect and ±100 for the full control effect; nearly all actives have a fitted effect of over 55% in size
Target sequence (A8B2U2 whole entry, looked up): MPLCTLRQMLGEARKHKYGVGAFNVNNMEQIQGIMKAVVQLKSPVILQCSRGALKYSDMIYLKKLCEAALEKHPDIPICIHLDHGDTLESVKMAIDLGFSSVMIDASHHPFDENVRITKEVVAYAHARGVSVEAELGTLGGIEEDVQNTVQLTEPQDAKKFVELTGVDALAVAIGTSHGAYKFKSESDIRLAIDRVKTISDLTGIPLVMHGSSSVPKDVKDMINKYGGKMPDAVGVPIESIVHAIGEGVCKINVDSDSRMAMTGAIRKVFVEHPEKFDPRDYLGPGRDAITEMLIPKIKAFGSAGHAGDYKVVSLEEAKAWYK
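40 nM FBPA preincubated 10 min at RT with compound (up to 57.5 uM final), then substrate plus GAPDH/TPI/NAD/arsenate coupling and diaphorase/resazurin added. Fluorescence read after 20 min at RT, 525/598 nm.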
Pf growth 96h = P. falciparum growth inhibition at 96 hour, primary screen for plastid delayed-death inhibitors. P. falciparum luciferase reporter growth, 96 h. Potency, µM (series often up to 28.7 µM), without a hit: at the highest dose activity change, negative = inhibition, hits mostly inhibitors. 320,000 compounds, 6.9% hits; also: potency is read from the fitted curve at half-maximal effect; % is scaled to controls: 0 for no effect and ±100 for the full control effect
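Plates of compound plus infected erythrocytes (2% hematocrit, 0.05% parasitemia final) incubate 96 hours, 37 C, 5% CO2. Detection reagent added; reduced luminescence from the parasites' luciferase reporter flags inhibition.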
Pf growth 48h = P. falciparum growth inhibition at 48 hours (one generation); Potency, µM (highest dose often 28.7 µM), for inactives: at the top dose activity change, negative = inhibition, usual class: inhibitors; AID 504832; 310,000 compounds, 5.9% hits; P. falciparum luciferase growth in erythrocytes, 48 h; also: potency is read from the fitted curve at half-maximal effect; % is scaled to controls: 0 for no effect and ±100 for the full control effect
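Luciferase-expressing P. falciparum in infected erythrocytes (2% hematocrit, 0.1% parasitemia final) in RPMI 1640/0.5% Albumax were exposed to compound for 48 hours at 37 C, 5% CO2; growth read as luminescence.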
Active calls of the source: *; ? = inconclusive; . = no result given; [ ] = dose if it differs, or a comment. Unless noted, calls follow the shape of the dose curve; as a rule, active = well fitted curve in the direction sought with a large enough effect; inconclusive = small, poorly fitted or top-dose-only effect, or another doubt; inactive = no such curve, though single readings can be large; an effect the other way counts as inactive or inconclusive. Compounds as they come. Share with any hit: about 24%.

SMILES	Shiga inhibitor	Sm TGR block	CHX counter	Giardia FBPA inh	Pf growth 96h	Pf growth 48h
Cc1ccc(-n2c(O)c(C=NCc3ccccn3)c(=O)[nH]c2=S)cc1	18	0%	-2	?	16%	-9%
O=[N+]([O-])c1ccc(CN2CCOCCOCCN(Cc3ccc([N+](=O)[O-])cc3)CCOCC2)cc1	-11	-24%	1	-2%	-13%	-26%
CCOc1ccc(N(CC(=O)NC2CCCCC2)S(=O)(=O)c2c(C)noc2C)cc1	-5	-2%	-2	0%	15%	0%
C=CCOc1ccc(C2=NO[C@@H]3[C@@H]4C[C@@H]([C@H]5C(=O)N(C)C(=O)[C@@H]45)[C@H]23)cc1	-1	?	0	-3%	-15%	-19%
CN1Cc2cccc3c2C(Cc2ccccc2S3)C1 (stereo not drawn)	-17	6%	-3	1%	8%	31%
O=c1c([N+](=O)[O-])cccn1Cc1ccccc1Cl	-15	-5%	-4	0%	-10%	?
O=C1CC(c2ccccc2)c2ccccc21 (stereo not drawn)	-11	1%	8	?	0%	?
Cc1ccc(NC2c3ccccc3C(=O)N2CCN2CCOCC2)cc1 (stereo not drawn)	4	0%	4	2%	9%	.
CCN(CC)C(=O)CSC(=Nc1ccccc1F)NC#N	73*	-22%	22*	-13%	51%[activator]	85%[activator]
CCCNC(=O)NC1CCCCCCC1	32	17%	6	0%	42%[activator][5.75 µM]	29%
CC(C)OC(=O)C1C(=O)CC(C)(O)C(C(=O)OC(C)C)C1c1ccc(F)cc1 (stereo not drawn)	-18	0%	-5	2%	?	.
CC(=O)N1CC2(C)CN(C(C)=O)CC(C)(C1)C2=O	-3	-2%	-1	1%	?	?
CCSc1nnc(CCNS(=O)(=O)c2ccc(C(C)=O)cc2)n1C	-13	-6%	-5	-8%	-2%	-20%
CCCN(C(=O)c1ccco1)c1nnc(-c2ccncc2)s1	37	-5%	9	-4%	229%[activator]	66%[activator]
COc1ccccc1/C=N/N1C(=O)C(CC(=O)Nc2ccc([N+](=O)[O-])cc2OC)SC1=Nc1cccc(C)c1C (stereo not drawn)	-3	.	-2	-12%	?	3.7µM*
CN(C)C(=O)Oc1ccc(Cl)c2cccnc12	8	-1%	-2	-1%	28%	2%
COc1ccc(NC(C)c2ccccc2)cc1 (stereo not drawn)	84*	?	35*	-19%	?	74%[activator]
CC(=O)c1c(C)[nH]c(C(=O)CN2C(=O)NC3(CCCCC3C)C2=O)c1C (stereo not drawn)	.	-9%	.	.	1%	-1%
Brc1ccc2[nH]c3nc(SCCN4CCOCC4)nnc3c2c1	-5	15%	0	-1%	15%	7%
Cc1ccc([N+](=O)[O-])cc1S(=O)(=O)Nc1ccc(C(=O)N(C)C)cc1	-11	2%	-2	12%	16%	9%
CC1=C(C(N)=O)C(c2cccs2)NC(=O)N1 (stereo not drawn)	-7	-13%	-3	1%	58%[activator]	?
S=C(NCCCN1CCOCC1)NC1CCCC1	11	2%	-4	-4%	19%	3%
COc1ccc(CN2CCN(Cc3ccccc3)C(CCO)C2)cc1OC (stereo not drawn)	-3	-13%	-2	5%	-29%	-18%
CCCN(CC(=O)Nc1ccccc1C)C(=O)C1CC(=O)N(Cc2ccccc2)C1 (stereo not drawn)	.	-11%	.	.	1%	0%
COc1ccc(N2CCN(C(c3cc(OC)ccc3OC)c3nnnn3CC3CCCO3)CC2)cc1 (stereo not drawn)	-4	-20%	1	?	163%[activator]	?
CCOC(=O)N1CCC(NC(=O)CCC(=O)N2CC(C)Oc3ccc(Cl)cc32)CC1 (stereo not drawn)	-1	6%	3	-1%	14%	-23%
CC[C@H]1c2[nH]c3ccccc3c2C[C@H]2C(=O)N(c3ccc(F)cc3)C(=O)N21	.	0%	.	.	?	?
CN(C)c1ccc(P(=O)(OC2CCCCC2)C(Nc2ccccc2)c2cccnc2)cc1 (stereo not drawn)	7	-4%	2	8%	2.9µM*	9.3µM*
c1ccc(Cn2ncc3c(N4CCOCC4)ncnc32)cc1	16	0%	-1	1%	2%	?
Cc1cc(Cl)ccc1NC(=O)C1CCCN1C(=O)c1cccs1 (stereo not drawn)	3	0%	-2	4%	27%	-2%
CCC(=O)Nc1ccc(Nc2nc(Cl)nc(Nc3ccc(NC(=O)CC)cc3)n2)cc1	4	-5%	-3	2%	11%	21%
CC(CNC(=O)CN1C(=O)NC2(CCCCC2C)C1=O)c1ccccc1 (stereo not drawn)	.	-4%	.	.	10%	?
CN(Cc1cccs1)C(=O)Cn1cnc2ccccc2c1=O	27	9%	6	3%	27%	274%[activator]
COc1cc(/C=C2\SC(=Nc3cccnc3)NC2=O)cc(OC)c1OC	-34	1%	1	28%	19%	-5%
COc1ccc(C(O)(CC(C)C)C(CN2CCOCC2)c2ccccc2)cc1 (stereo not drawn)	-2	0%	-3	-13%	?	12µM*
CC(C)c1nc(-c2ccccn2)no1	46*	13%	23*	6%	27%	35%[activator]
Cc1ccc(-c2c(NC(=O)C(C)C)n(C)c3ccccc3c2=O)cc1	13	0%	2	0%	29%	28%
Cc1cc(CNC(=O)c2cccnc2Cl)c2ccccc2n1	31	-2%	-5	-7%	27%	25%
COc1ccc(C(=O)/C=C/c2cn(CC(O)CN(CC(C)C)CC(C)C)c3ccccc23)cc1OC (stereo not drawn)	19	-13%	21	.	.	.
Cc1cccc(-c2cc3nc4c(c(N5CCCC(O)C5)n3n2)CCC4)c1 (stereo not drawn)	-5	31%	-2	5%	-31%	6.6µM*
O=C1c2ccccc2C(=O)N1c1cccc2ccccc12	26	4%	0	-3%	11%	-4%
CS(=O)(=O)N(CC(=O)N1CCCCC1)c1ccc(Cl)c(C(F)(F)F)c1	15	20%	3	-2%	?	?
O=C1CCCC(O)=C1C=NCCc1ccccc1	21	16%	12	1%	6%	18%
CCN(CC)S(=O)(=O)c1cccc(-c2nnc(SCC(=O)N3CCC(C(=O)O)CC3)n2N)c1	-18	11%	-4	0%	1%	?
O=C(Nc1ccccc1C(=O)NCCCN1CCOCC1)c1ccc(Cl)cc1	22	5%	-1	4%	?	-10%
O=C1/C(=C/c2c[nH]c3ccccc23)CCC/C1=C\c1c[nH]c2ccccc12	-1	?	-2	-25%	-6%	?
c1cc(Cc2cnc[nH]2)ccn1	-12	.	6	?	.	.
COc1cccc(CN(C)C(=O)c2ccc(C)c(S(=O)(=O)N3CCCCC3)c2)c1	.	-14%	.	.	?	?
Cc1ccccc1C(=O)NC(=S)NC1CC1	25	?	19*	-1%	?	-12%
COc1cc(S(=O)(=O)Nc2ccccc2C(=O)N2CCCCC2)ccc1NC(C)=O	.	-7%	.	.	-12%	-25%
Cc1ccc(C2(c3noc(CN(C)CCO)n3)CCCC2)cc1	-8	-11%	-2	-1%	0%	?
Cc1ccc(SCc2cn3ccccc3n2)cc1	66*	1%	32*	-1%	103%[activator]	139%[activator]
Cc1c(Cc2c(C)n(C)n(-c3ccccc3)c2=O)c(=O)n(-c2ccccc2)n1C	6	-10%	8	5%	-6%	-9%
CCC(C)(CC(=O)O)CC(=O)Nc1cc(C(F)(F)F)cc(C(F)(F)F)c1 (stereo not drawn)	-5	-3%	6	14%	-2%	13%
O=C(c1ccc(CS(=O)(=O)c2ccccc2)o1)N1CCN(c2ncccn2)CC1	-2	28µM*	1	3%	-24%	.
O=C(NC(=S)Nc1ccc2oc(=O)ccc2c1)c1ccccc1F	-14	-12%	25*	-5%	35%[activator]	33%[activator]
CN(CC(=O)Nc1ccc2c(c1)OCCO2)S(=O)(=O)c1ccc(Br)s1	3	9%	25*	-6%	13µM*	.
Cc1ccccc1/[N+]([O-])=C/c1cccs1	21	6%	1	1%	29%	41%[activator]
CCOC(=O)c1c(C)[nH]c(C(=O)OCC(=O)Nc2ccc(OC)c(Cl)c2)c1C	-20	-16%	6	1%	.	?
C=C(C)C1Cc2nc(N)nc(C)c2C1 (stereo not drawn)	-16	-21%	-2	4%	1%	50%[activator]

Additional records:
SMILES	Shiga inhibitor	Sm TGR block	CHX counter	Giardia FBPA inh	Pf growth 96h	Pf growth 48h
CCOC(=O)N1C=CC(C)=C[C@@H]2[C@@H](N3C(=O)c4ccccc4C3=O)C(=O)N21	-6	-3%	-3	1%	-7%	0%
CCN(N=O)[C@@H](Cc1ccccc1)CN(N=O)[C@@H](Cc1ccccc1)CN(C)N=O	-3	?	1	-5%	0%	-81%
CCOc1cc(C(=O)OCC(=O)Nc2ccc(Cl)cn2)ccc1OCC(=O)N1CCOCC1	14	4%	-3	10%	10%	15%
Cc1nc(Cl)c(C(=O)NCCC(C)C)c(C)c1[N+](=O)[O-]	-13	-10%	-1	7%	-21%	?
COC(=O)c1ccc(/C=N/NC(=O)c2cccc(F)c2)cc1	105*	-10%	61*	5%	-42%	?
CN(C)S(=O)(=O)Nc1ccc2c(c1)OCO2	-7	0%	6	-1%	-12%	7%
Cc1ccc(-n2c(Cc3cccn3C)nnc2SCC(=O)N2CCc3ccccc32)cc1	-7	?	-3	0%	.	?
O=C(Nc1ccc(Br)cc1)C1Cc2ccccc2O/C1=N\O (stereo not drawn)	111*	12%	55*	-1%	?	12%
O=[N+]([O-])c1ccccc1S(=O)(=O)Nc1ccc(-c2ccc(N3CCOCC3)nn2)cc1	.	1%	.	.	-6%	4%
COc1ccc(CC(O)CC2c3c(cc4c(c3OC)OCO4)CCN2C)cc1 (stereo not drawn)	-6	63%[activator]	-2	-4%	-10%	.
Fc1ccccc1N1CCN(c2ncnc3[nH]ncc23)CC1	1	-30%	12	10%	?	9%
CCC(C)(C)C1CCC2(CC1)NC(=O)N(CC(=O)NC(C)CCc1ccccc1)C2=O (stereo not drawn)	.	-1%	.	.	-16%	?
O=C(N/N=C/c1ccc(Br)s1)Nc1ccccc1	53	0%	46*	0%	79%[activator]	-10%
CCOc1ccc(S(=O)(=O)N(CC)CC)cc1NC(=O)c1ccc(N2CCCC2=O)cc1	-1	-19%	-2	.	?	10µM*

Profiles from above. Screens in order: Shiga inhibitor | Sm TGR block | CHX counter | Giardia FBPA inh | Pf growth 96h | Pf growth 48h
Fc1ccccc1N1CCN(c2ncnc3[nH]ncc23)CC1 in the list: 1 | -30% | 12 | 10% | ? | 9%
CCN(N=O)[C@@H](Cc1ccccc1)CN(N=O)[C@@H](Cc1ccccc1)CN(C)N=O in the list: -3 | ? | 1 | -5% | 0% | -81%
CCOc1ccc(S(=O)(=O)N(CC)CC)cc1NC(=O)c1ccc(N2CCCC2=O)cc1 in the list: -1 | -19% | -2 | . | ? | 10µM*
CCC(C)(C)C1CCC2(CC1)NC(=O)N(CC(=O)NC(C)CCc1ccccc1)C2=O (stereo not drawn) in the list: . | -1% | . | . | -16% | ?
